Source: PubChem BioAssay
SUMO1-SIM PPI – modulators of human SUMO1-mediated protein-protein interactions; P63165; SUMO1 binding to a labelled peptide, TR-FRET, 1 h; inhibition, % at 20 µM; actives 0.33% (n = 360,000); in the data active = inhibition above about 37%
CSN inh – blocks human CSN-mediated cullin deneddylation; Purified CSN, SCF-Nedd8-OG deneddylation, fluorescence polarization; inhibition, % at 12.5 µM; actives 0.38% (n = 360,000); AID 651999;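 active = pattern-corrected inhibition above about 35%, with an unprinted fluorescence ratio check between 0.5 and 1.5, limit read from the data, passing the limit was not always enough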;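 note: 0% = enzyme with substrate and 100% = substrate without enzyme; some results filed as inactive read as strong as hits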
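assay system = purified human Csn5 enzyme expressed in HEK293T cells | amount = 0.24 nM enzyme | buffer or medium = Tris/NaCl/DTT buffer, pH 7.5 | reagent = 10 nM SCFSkp2-Nedd8OG | compound = one concentration, 12.5 µM, 0.25% DMSO | times = 90 min reaction at room temperature | signal = FP | read-out basis = % inhibition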
Scp-1 inhibitor – inhibitors of human Scp-1 phosphatase | Recombinant Scp1, phosphopeptide, malachite green phosphate absorbance | actives 0.88% (n = 340,000) | Q9GZU7 | inhibition, % at 20 µM | AID 493091;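 active = inhibition above about 50% at 20 µM, limit read from the data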;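 note: plate controls were DMSO wells with enzyme for no effect and wells lacking enzyme for full effect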
Target sequence (Q9GZU7 76-261 limits assumed): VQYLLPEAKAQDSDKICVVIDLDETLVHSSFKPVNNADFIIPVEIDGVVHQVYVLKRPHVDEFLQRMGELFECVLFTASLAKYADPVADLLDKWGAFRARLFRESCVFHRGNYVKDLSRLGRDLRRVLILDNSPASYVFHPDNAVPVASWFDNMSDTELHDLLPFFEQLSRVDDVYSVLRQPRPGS
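Test system – truncated SCP-1 phosphatase (76-261aa) · Reagent – Phosphorylated 17-residue peptide substrate · Incubation – 45 min room-temperature reaction, 5 min colour, 30 min stabiliser · Detection – colorimetric phosphate reagent with accelerator and stabiliser, absorbance at 630 nm · Measure – % inhibition at 20 µM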
Rin1 Abl inh – human Rin1-Abl interaction inhibition | P00519+Q13671 | TR-FRET Rin1/Abl binding, biochemical | inhibition, % at 7.35 µM | actives 0.4% (n = 360,000) | AID 588664; in the data active = inhibition above about 5%, passing the limit was not always enough
Rpn11 block – Rpn11 (human) deubiquitinase inhibition; O00487; human 26S proteasome, Ub4-pepOG fluorescence polarization; 20S core pre-blocked with epoxomicin; calls only at 20 µM; actives 0.59% (n = 360,000);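 active = inhibition at 20 µM, scaled to each plate's controls, above about 33%, limit read from the data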
NadD inh – inhibitors of Staphylococcus aureus NadD | actives 0.78% (n = 360,000) | inhibition, % at 20 µM | purified NadD enzyme, colorimetric absorbance read-out; in the data active = inhibition above about 26%; note: some compounds past the cut are filed as inactive
DNMT1 block – DNMT1 (human) enzyme inhibition; P26358; DNMT1 molecular beacon, Hinp1I cleavage, fluorescence; actives 0.83% (n = 360,000); inhibition (reported as % activation of signal), % at 10 µM; AID 588458; in the data active = inhibition above about 50%
LMPTP block – LMPTP (human) inhibition | actives 0.22% (n = 360,000) | inhibition, % at 20 µM | recombinant LMPTP-A, OMFP fluorogenic substrate, fluorescence intensity;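 active = compounds that cut the enzyme signal by at least half of the control window in the single-dose screen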;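 note: plate controls were DMSO wells with enzyme plus substrate for no effect and substrate without enzyme for full effect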
Target sequence (P24666 whole entry, looked up): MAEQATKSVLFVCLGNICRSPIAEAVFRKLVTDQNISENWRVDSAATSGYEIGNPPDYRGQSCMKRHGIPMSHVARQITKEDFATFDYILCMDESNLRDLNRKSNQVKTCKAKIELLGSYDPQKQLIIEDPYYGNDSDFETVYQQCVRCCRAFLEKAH
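Test system: LMPTP-A phosphatase enzyme; input: 0.625 nM LMPTP-A final; reagent: OMFP substrate, 400 µM final; compound dosing: 20 µM single dose, 3% DMSO; incubation: 50 min dark incubation at room temperature; measured by: endpoint fluorescence intensity from OMFP dephosphorylation; measure: % inhibition relative to no-enzyme and uninhibited control wells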
Neddylation inh – blocks human cullin neddylation | TR-FRET cullin neddylation, biochemical | calls only at 25 µM | actives 0.58% (n = 360,000) | AID 651699; in the data active = inhibition above about 36%
Target sequence (P61081 whole entry, looked up): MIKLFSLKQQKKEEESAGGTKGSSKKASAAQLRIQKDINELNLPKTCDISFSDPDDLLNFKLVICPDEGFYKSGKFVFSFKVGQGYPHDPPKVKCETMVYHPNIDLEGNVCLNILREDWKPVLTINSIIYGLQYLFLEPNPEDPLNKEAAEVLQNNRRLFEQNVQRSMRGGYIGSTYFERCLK
Target sequence (Q13564 whole entry, looked up): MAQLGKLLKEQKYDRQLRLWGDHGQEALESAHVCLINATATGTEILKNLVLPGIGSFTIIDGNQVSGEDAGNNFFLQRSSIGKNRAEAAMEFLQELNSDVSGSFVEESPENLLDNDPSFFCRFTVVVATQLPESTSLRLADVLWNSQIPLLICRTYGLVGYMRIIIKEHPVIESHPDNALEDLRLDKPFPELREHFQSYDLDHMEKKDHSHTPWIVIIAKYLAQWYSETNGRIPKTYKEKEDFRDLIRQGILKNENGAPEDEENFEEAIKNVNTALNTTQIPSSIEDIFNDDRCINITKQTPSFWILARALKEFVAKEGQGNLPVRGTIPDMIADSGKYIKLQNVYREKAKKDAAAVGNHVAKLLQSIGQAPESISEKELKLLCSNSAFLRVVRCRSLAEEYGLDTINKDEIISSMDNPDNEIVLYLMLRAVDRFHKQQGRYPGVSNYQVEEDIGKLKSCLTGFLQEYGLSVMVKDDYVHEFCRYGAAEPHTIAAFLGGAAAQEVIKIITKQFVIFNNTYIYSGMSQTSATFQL
STEP inh – blocks human striatal-enriched tyrosine phosphatase; recombinant STEP, OMFP fluorogenic substrate, fluorescence; inhibition, % at 20 µM; actives 0.25% (n = 360,000); P54829;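 active = inhibition at 20 µM, scaled per plate between control wells, above about 37%, limit read from the data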;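 note: 0% = DMSO with enzyme and substrate and 100% = substrate only without enzyme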
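Test system: STEP tyrosine phosphatase / Reagent: OMFP at 25 µM / Doses: 20 µM, 1% DMSO / Read-out: percent inhibition scaled to no-enzyme and uninhibited-enzyme controls, plate-pattern corrected / Detection: FITC-channel fluorescence of OMFP product / Medium: Bis-Tris buffer pH 6.0, 2.5 mM DTT, 0.005% Tween 20 / Schedule: 20 min at room temperature, dark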
Numbers without * were called inactive; i = inactive; . = not tested or not shown.

SMILES	SUMO1-SIM PPI	CSN inh	Scp-1 inhibitor	Rin1 Abl inh	Rpn11 block	NadD inh	DNMT1 block	LMPTP block	Neddylation inh	STEP inh
CCc1ccc(C(=O)NNC(=O)c2n[nH]c(=O)c3ccccc23)cc1	-8	0	-6	-4	i	-1	-2	0.3	i	-1
COc1ccc(C)cc1NC(=O)C(c1ccccc1)N1CCNC(=O)C1 (centres undefined)	-3	-3	.	-1	i	0	1	0.6	i	-1
Cc1ccc(Nc2nc(C(=O)N3CCC(C(=O)N4CCN(C)CC4)CC3)cs2)cc1	0	-1	-4	-6	i	7	2	-1.1	i	-7
C=Cc1ccc2c(c1)N(C)C(=C)S2	-1	2	-3	-2	i	0	1	0.7	i	2
Cc1ccc2c(=O)cc(C(=O)NCCc3ccc(S(N)(=O)=O)cc3)oc2c1	2	5	95*	0	i	-6	18	24	i	3
O=C(Nc1ccc(N2CCOCC2)nc1)c1ccccc1Cl	1	2	17	2	i	-4	1	-0.6	i	0
Cc1cccn2c(=O)c(/C=C(\C#N)S(=O)(=O)c3ccccc3)c(Oc3ccc(Cl)cc3)nc12	4	-5	-9	2	i	23	0	-3.8	i	1
CC(C)OCCCNc1ncnc2c1cnn2-c1ccccc1	3	4	-4	-1	i	9	0	0.3	i	-4
COCCNC(=O)C1(S(=O)(=O)c2ccccc2)CC=CC1	-4	3	-6	2	i	0	6	-0.8	i	-2
COc1ccc(-n2c(C)cc(C(=O)COC(=O)c3cc(OC)c(OC)cc3NC(=O)c3cccs3)c2C)cc1	-2	0	-1	1	i	15	-13	2.3	i	0

Next part (2 carried over from the part before).
SMILES	SUMO1-SIM PPI	CSN inh	Scp-1 inhibitor	Rin1 Abl inh	Rpn11 block	NadD inh	DNMT1 block	LMPTP block	Neddylation inh	STEP inh
COCCNC(=O)C1(S(=O)(=O)c2ccccc2)CC=CC1	-4	3	-6	2	i	0	6	-0.8	i	-2
COc1ccc(-n2c(C)cc(C(=O)COC(=O)c3cc(OC)c(OC)cc3NC(=O)c3cccs3)c2C)cc1	-2	0	-1	1	i	15	-13	2.3	i	0
O=C(CS(=O)(=O)c1cn(CC(=O)N2CCOCC2)c2ccccc12)Nc1ccccc1	32	2	-9	2	i	1	0	-0.9	i	2
Cn1cc(CN(CCCN2CCOCC2)C(=S)Nc2cccc(Cl)c2)c2ccccc21	23	-9	-4	3	i	-4	-7	-2.8	i	8
CCC(C)[C@H](NC(=O)Nc1ccc2c(c1)OCCO2)C(=O)OC (some centres undefined)	-2	-4	-17	2	i	-2	1	-0.5	i	1
COc1cc(NC(=O)c2sc(C)nc2C)c(OC)cc1NC(=O)c1ccccc1	6	-2	-4	-1	i	-47	-2	1.4	i	1
C/C=C/Cn1c(Br)nc2c1c(=O)[nH]c(=O)n2C	-2	1	3	-1	i	1	-1	-2.0	i	1
Cc1cc(C)nc(N2CCCC(C(=O)Nc3ccc4c(c3)OCCO4)C2)n1 (centres undefined)	5	-3	-4	-1	i	6	-2	-1.0	i	4
OCCC1CN(Cc2ccc(Oc3ncccn3)cc2)CCN1C1CCCCC1 (centres undefined)	-2	4	-4	-1	i	-8	4	-1.8	i	1
COC(=O)[C@]12CCCCC=C1N(Cc1ccco1)C(=O)[C@H](CC(=O)NCc1cccc(C(F)(F)F)c1)C2	5	4	.	.	.	3	.	0.5	i	.
COc1ccc(CCC(=O)NC2CCCc3ccccc32)cc1OC (centres undefined)	1	-5	-9	-2	i	4	-2	-0.9	i	-4
CC(OC(=O)c1ccc(Cl)c(S(=O)(=O)N2CCOCC2)c1)C(=O)NC1CCCCC1C (centres undefined)	6	-4	4	3	i	-4	0	0.6	i	0
O=C(NN=C1CCCC1)C(=O)Nc1cccc(C(F)(F)F)c1	0	-1	-3	0	i	5	-3	-1.0	i	3
O=C1CCCc2oc3ccc(O)cc3c21	0	7	-2	2	i	-5	-1	-2.8	i	-4
CN(C)Cc1ccccc1Sc1cccc2ccccc12	-7	1	0	1	i	-11	2	0.6	i	-4
COc1ccccc1NC(=O)c1ccc(NS(=O)(=O)c2ccc(F)c(Cl)c2)cc1	4	-9	-12	1	i	-5	-5	0.9	i	-3
CC1CC1C(=O)Nc1cc(C(F)(F)F)ccc1N1CCOCC1 (centres undefined)	0	2	1	3	i	-5	1	-0.4	i	0
CCOc1ccccc1NC(=O)Nc1ccc2c(c1)OCO2	5	-2	-9	-1	i	-3	1	0.8	i	-2
CCc1noc(C)c1C(=O)Nc1cc(S(=O)(=O)N2CCOCC2)ccc1N1CCN(CC)CC1	3	1	0	2	i	3	-2	-1.1	i	3
Cc1cccc(N(C(=O)c2snc(C(N)=O)c2N)C(C(=O)NC2CCCC2)c2ccncc2)c1 (centres undefined)	-11	3	-5	-2	i	1	3	-0.5	i	0
COc1cc([N+](=O)[O-])ccc1NC(=O)NCc1cccnc1	-29	3	-13	-3	i	6	0	-1.2	i	2
CN(Cc1ccco1)C(=O)c1ccc(S(=O)(=O)N2CCCCCC2)cc1	5	-3	-5	5	i	-4	-1	-0.5	i	-1
COc1ccc(C)cc1-n1nnnc1SCC(=O)c1ccc2c(c1)OCCO2	-12	4	-8	1	i	-13	-8	4.4	i	5
Cc1ccc(C(=O)C2CCN(CC(=O)N3CCN(c4ccc(F)cc4)CC3)CC2)cc1	1	0	-3	1	i	5	-3	-1.0	i	2
CCc1c(C)sc2nc3c(C(=O)N4CCOCC4)cc(C(=O)c4cc(F)ccc4O)cn3c(=O)c12	-14	-4	-12	-2	i	5	-2	2.1	i	-1
COc1ccc(NC(=O)CCN(c2ccc(OC)cc2)S(=O)(=O)c2ccc(C)c(C)c2)cc1	1	0	-10	1	i	-4	-8	2.3	i	0
CCOc1ccccc1NC(=O)Cn1nnc(C(=O)NCc2ccc3c(c2)OCO3)c1N	7	2	-7	8	i	4	-1	0.1	i	-2
CCOc1cc(/C=N/NC(N)=O)cc(Br)c1OCc1ccccc1	-5	-6	-9	-2	i	-11	-2	2.1	i	0
Cc1ccccc1Oc1cc(NC(=O)CCCn2nc(C)c([N+](=O)[O-])c2C)cc([N+](=O)[O-])c1	-11	2	-8	1	i	-8	-6	3.6	i	1
COC(=O)c1ccc(Cn2nc(-c3ccc(C)cc3)ccc2=O)cc1	-7	-1	-13	0	i	4	-1	2.1	i	-1
Cc1ccc(C(=O)NC(=S)Nc2ccc3c(c2)OCCO3)c(C)c1	0	3	-3	-2	i	-12	-9	0.6	i	2
Clc1ccc(SCc2cc(Cl)nc(-c3ccccc3)n2)cc1	-1	5	-9	0	i	4	9	2.7	i	1
COc1cc(O)c(C(CCN2CCCC2)c2ccc(N(C)C)cc2)c(OC)c1 (centres undefined)	0	6	-6	-2	i	2	-12	-0.2	i	1
CC1CCC(NC(=O)c2nn(C)c(=O)c3ccccc23)CC1 (centres undefined)	3	0	.	0	i	-2	4	0.7	i	0
COC(=O)c1sc(-c2ccc(Cl)cc2)cc1NC(=O)CSCC(=O)O	-19	1	-8	2	i	-16	8	0.7	i	0
O=C(c1ccccc1Cl)N1N=C(c2ccc(Br)cc2)CC1c1nc2ccccc2[nH]1 (centres undefined)	-3	0	6	-6	i	21	-12	5.3	i	1
CC(C)(C)c1ccccc1NC(=O)Nc1nc(C(N)Cc2ccc(F)cc2)cs1 (centres undefined)	-30	-6	.	2	i	11	-11	1.0	i	0
COC(=O)c1c2c(nc3ccccc13)CCC2	-4	-1	-2	-5	i	-3	-8	-0.1	i	1
NC(=O)c1ccc(NC(=O)COC(=O)c2cc(S(=O)(=O)N3CCOCC3)ccc2N2CCCCC2)cc1	2	4	-1	-4	i	-4	0	-0.1	i	11
O=C(c1ccc(Cl)c(S(=O)(=O)N2CCCC2)c1)N1CCN(c2ccc(F)cc2)CC1	8	5	40	1	i	5	15	1.0	i	2
O=C(CSc1nc2[nH]ncc2c(=O)[nH]1)N1CCCC1	2	-9	-5	-1	i	-8	2	1.2	i	0
CCCNC(=O)NNC(=O)c1ccc(F)cc1	6	4	-1	-3	i	-4	1	-2.4	i	-1
CC(=O)Nc1ccc(CN2CCCCCCC2)cc1	27	6	-5	1	i	6	-3	2.2	i	1
Cc1ccc(NS(=O)(=O)c2cccc(C(=O)NCC(c3cccs3)N3CCOCC3)c2)cc1 (centres undefined)	-4	-1	-8	-1	i	-4	0	1.4	i	2
O=S(=O)(c1ccc(Oc2ccc(S(=O)(=O)N3CCOCC3)cc2)cc1)N1CCOCC1	-3	1	3	-1	i	4	2	0.7	i	0
NC(=O)c1ccsc1NC(=O)CSc1nc2ccccc2c(=O)n1CCCO	7	0	-1	3	i	6	-3	4.7	i	-3
Cc1cc(C(F)(F)F)c(C#N)c(SCC(=O)NC(C)(C)C)n1	3	4	0	-2	i	-3	6	-1.6	i	2
Cn1ncc(C(=O)Nc2ccc(OC(F)(F)F)cc2)c1-n1cccc1	5	5	-18	2	i	0	12	2.4	i	1
CCOC(=O)C1=C(C)NC(C)=C(C(=O)OCC)C1C(=O)OCC(=O)N(CC)C1CCS(=O)(=O)C1 (centres undefined)	0	-3	-5	-2	i	1	0	-1.1	i	-8
O=C(CCN1C(=O)C2C3CCC(C3)C2C1=O)Nc1ccccc1C(F)(F)F (centres undefined)	4	5	-6	0	i	-1	0	-1.5	i	1
Nc1nc2ncc(-c3ccsc3)c(N)n2n1	0	-8	-7	2	i	-1	0	-0.5	i	-1
COc1cccc(/C=N/NC(=O)C(=O)N2CCCCCC2)c1O	-1	-2	0	-4	i	1	0	-1.9	i	2

Some values from the entries so far.
`O=C(CCN1C(=O)C2C3CCC(C3)C2C1=O)Nc1ccccc1C(F)(F)F` (centres undefined) in Rin1 Abl inh has 0
`Nc1nc2ncc(-c3ccsc3)c(N)n2n1` in Rin1 Abl inh has 2

With a hit mark in Scp-1 inhibitor, among the entries above:
SMILES	SUMO1-SIM PPI	CSN inh	Scp-1 inhibitor	Rin1 Abl inh	Rpn11 block	NadD inh	DNMT1 block	LMPTP block	Neddylation inh	STEP inh
Cc1ccc2c(=O)cc(C(=O)NCCc3ccc(S(N)(=O)=O)cc3)oc2c1	2	5	95*	0	i	-6	18	24	i	3

New compounds follow
SMILES	SUMO1-SIM PPI	CSN inh	Scp-1 inhibitor	Rin1 Abl inh	Rpn11 block	NadD inh	DNMT1 block	LMPTP block	Neddylation inh	STEP inh
COc1cccc(CN2CCNC(=O)C2CC(=O)N2CCCCO2)c1OC (centres undefined)	0	-4	-4	-1	i	-1	-7	-0.5	i	-1
Cc1ccc(NC(=O)c2ccc(F)cc2)cc1S(=O)(=O)N1CCCCCC1	2	-6	-12	4	i	-3	1	2.7	i	-1
Fc1ccc2[nH]c3c(N4CCN(c5ccccc5)CC4)ncnc3c2c1	11	1	1	0	i	7	-9	3.7	i	2
CC(=O)N1CCN(CC(=O)Nc2ccccc2Sc2ccc(Cl)cc2)CC1	-4	-9	-4	2	i	3	6	0.2	i	-3
